# TDP2 absorb: TDP2 (human) inhibition, absorbance primary screen; O95551; recombinant TDP2, T5PNP hydrolysis, p-nitrophenol absorbance 415 nm; inhibition, % at 12.8 µM; 370,000 compounds, 0.34% hits; AID 720702;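 active means inhibition above the mean of all tested compounds plus 3 SD, set per campaign, cut at about 25% in these data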;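 further: 0% = DMSO with enzyme and 100% = buffer with substrate but no TDP2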
#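 Read-out basis: percent inhibition. System: recombinant human TDP2. Buffer or medium: Mg2+-containing Tris-HCl buffer, pH 7.5. Repeats: single replicate. Timing: reaction 2 h, 37 °C. Benchmarks: high control without enzyme, low control DMSO plus TDP2. Probe or stimulus: 5 mM T5PNP. Doses: 12.8 µM only. Measured by: epi absorbance of p-nitrophenol freed from T5PNP by hydrolysis.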
# DDE Tn7 FP inh: DD(E)-Tn7 binding inhibition, primary FP screen; FP displacement of FITC-Tn7 peptide from fibrin DD(E); 0% = median of compound wells per plate; inhibition, % at 8.3 µM; 370,000 compounds, 0.13% hits;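 active means inhibition above the mean of compounds falling within the control limits plus 3 SD of them, cut at about 14% in these data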;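 further: 0% = plate median of compound wells and 100% = 10 µM Aha-Tn7 peptide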
#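 Assay system: human fibrin DD(E) protein / Input: 2 µM fibrin DD(E) / Benchmarks: high control of 10 µM Aha-Tn7 peptide / Measured by: fluorescence polarization of the labelled Tn7 tracer / Medium: Tris buffer with calcium and detergent, pH 7.8 / Timing: 10 min compound pre-incubation, 3 h probe incubation at room temperature / Repeats: one replicate per compound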
# SIAE inh: inhibitors of human sialic acid acetylesterase SIAE | SIAE FP-Rh probe binding, fluorescence polarization | AID 1053197 | inhibition, % at 9.66 µM | 370,000 compounds, 0.69% hits;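 active means inhibition above a cutoff: mean of compounds within the control limits plus 3 SD of those, cut at about 17% in these data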;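 further: 0% = plate median of compound wells and 100% = probe without SIAE protein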
# ADAM17 inh: ADAM17 inhibition, QFRET primary screen; recombinant ADAM17, EDANS/DABCYL FRET peptide cleavage; inhibition, % at 6.95 µM; 370,000 compounds, 0.83% hits; AID 720648;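 active means inhibition above the mean of compounds lying between control limits plus 3 SD, set per campaign, cut at about 8.5% in these data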;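 further: 0% = DMSO-only wells as the low control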
# PLC-gamma1 inh: inhibitors of human phospholipase C gamma1; purified PLC-gamma1, fluorogenic substrate, fluorescence; inhibition, % at 12.2 µM; 370,000 compounds, 0.84% hits; AID 720700; in the data active means inhibition above about 9.5%
# Target sequence (P19174 whole entry, looked up): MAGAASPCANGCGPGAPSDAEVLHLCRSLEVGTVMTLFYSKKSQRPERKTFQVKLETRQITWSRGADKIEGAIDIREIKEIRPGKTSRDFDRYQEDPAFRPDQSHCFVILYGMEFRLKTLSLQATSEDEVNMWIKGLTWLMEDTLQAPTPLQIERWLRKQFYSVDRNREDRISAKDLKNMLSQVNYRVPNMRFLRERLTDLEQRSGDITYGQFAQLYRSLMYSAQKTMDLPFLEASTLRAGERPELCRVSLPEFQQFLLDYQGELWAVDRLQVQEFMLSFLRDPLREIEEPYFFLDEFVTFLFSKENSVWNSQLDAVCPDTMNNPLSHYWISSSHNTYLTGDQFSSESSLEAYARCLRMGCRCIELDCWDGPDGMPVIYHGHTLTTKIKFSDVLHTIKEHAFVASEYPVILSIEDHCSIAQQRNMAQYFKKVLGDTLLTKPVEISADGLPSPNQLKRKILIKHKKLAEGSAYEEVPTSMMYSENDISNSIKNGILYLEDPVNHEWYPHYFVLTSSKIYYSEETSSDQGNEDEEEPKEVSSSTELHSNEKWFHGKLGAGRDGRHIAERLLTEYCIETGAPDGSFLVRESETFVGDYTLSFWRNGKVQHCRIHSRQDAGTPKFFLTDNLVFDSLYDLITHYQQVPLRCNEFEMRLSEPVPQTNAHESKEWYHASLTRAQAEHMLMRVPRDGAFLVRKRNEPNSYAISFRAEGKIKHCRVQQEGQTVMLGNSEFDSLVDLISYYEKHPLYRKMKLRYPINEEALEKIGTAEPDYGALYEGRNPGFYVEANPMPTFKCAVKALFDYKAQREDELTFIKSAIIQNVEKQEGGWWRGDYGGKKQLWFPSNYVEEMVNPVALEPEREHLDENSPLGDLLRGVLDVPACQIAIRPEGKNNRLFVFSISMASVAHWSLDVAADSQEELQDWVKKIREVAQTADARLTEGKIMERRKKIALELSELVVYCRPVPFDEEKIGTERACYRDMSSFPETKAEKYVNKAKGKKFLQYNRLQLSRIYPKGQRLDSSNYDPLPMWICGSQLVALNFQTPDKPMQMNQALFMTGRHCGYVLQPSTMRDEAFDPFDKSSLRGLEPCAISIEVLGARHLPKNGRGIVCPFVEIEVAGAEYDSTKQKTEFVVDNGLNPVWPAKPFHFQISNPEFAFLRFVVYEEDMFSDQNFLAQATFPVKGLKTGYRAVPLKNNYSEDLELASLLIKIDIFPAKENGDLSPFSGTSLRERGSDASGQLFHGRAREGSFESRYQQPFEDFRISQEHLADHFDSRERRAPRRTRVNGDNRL
# ADAM10 inh: inhibits human ADAM10 | recombinant ADAM10, EDANS/DABCYL FRET peptide cleavage, 3 h | AID 720582 | 370,000 compounds, 0.62% hits | inhibition, % at 7 µM | O14672;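 active means inhibition above a per-campaign cutoff equal to the mean of compounds falling between control-based bounds plus 3 SD, cut at about 20% in these data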;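 further: 0% = DMSO wells while the 100% control is not disclosed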
# DDE Tn6 FP inh: DD(E)-Tn6 binding inhibition, primary FP screen. P02675. Fibrin DD(E) TRITC-Tn6 fluorescence polarization displacement. inhibition, % at 8.3 µM. 370,000 compounds, 0.21% hits. AID 720509;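 active means inhibition above a per-campaign cutoff: mean of compounds within control limits plus 3 SD, cut at about 15% in these data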;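 further: 0% = median of all compound wells on the plate and 100% = blocking peptide control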
# ASAP1 GAP inh: ASAP1 ArfGAP inhibition. Q9ULH1. ASAP1-stimulated ARF1 GTP hydrolysis, GDP FP detection. inhibition, % at 16.5 µM. 360,000 compounds, 0.19% hits. AID 624377; in the data active means inhibition above about 25%;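 further: 0% = vehicle with enzyme and substrate and 100% = no enzyme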
# PLC-beta3 inh: inhibitors of human phospholipase C beta3; Purified PLC-beta3, fluorogenic substrate, fluorescence; inhibition, % at 12.2 µM; AID 720704; Q01970; 370,000 compounds, 0.18% hits; in the data active means inhibition above about 11%;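 further: 0% = median of compound wells on plate and 100% = full blocker control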
# ARFGAP1 inh: inhibits rat ARF GTPase activating protein 1. Q62848. Arfgap1-stimulated ARF1 GTP hydrolysis, GDP FP detection. inhibition, % at 16.5 µM. 360,000 compounds, 0.26% hits. AID 651572;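 active means inhibition above a per-plate limit, mean inhibition of low control wells plus 3 SD, cut at about 25% in these data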;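 further: 0% = DMSO wells with enzyme and 100% = wells lacking Arfgap1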
#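 System: truncated rat Arfgap1 GAP domain / Benchmarks: high control wells lacking Arfgap1, low control full reaction with DMSO / Times: compound-enzyme preincubation 20 min, reaction 120 min, detection 60 min, 25 °C / Repeats: one replicate per compound / Also added: human ARF1(Δ1-17)-GTP substrate / Measured by: Tracer-displacement fluorescence polarization with EDTA stop, 620/688 nm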
# The depositor's hits bear a star; . = not tested or not shown. Compounds as they come (roughly 3.6% active in at least one column).
SMILES,TDP2 absorb,DDE Tn7 FP inh,SIAE inh,ADAM17 inh,PLC-gamma1 inh,ADAM10 inh,DDE Tn6 FP inh,ASAP1 GAP inh,PLC-beta3 inh,ARFGAP1 inh
COc1cc(NC(=O)Cn2ncc(Cl)c(Cl)c2=O)c(C)cc1[N+](=O)[O-],1,2,-3,-3,4,-2,3,-5,-4,6
COC(=O)C1=C(C)N(Cc2ccccc2C(F)(F)F)C(=NCc2ccccc2)NC1c1cccc(C(F)(F)F)c1 (stereo not given),-11,-4,-10,7,4,11,8,13,4,1
Cc1ccc(-c2nc3c(=O)n(C)c4ccccc4c3o2)cc1,6,4,-3,-33,-9,-131,7,-5,-9,-8
Cc1ccc(OCc2nc3ccccc3n2C(C(=O)NC(C)(C)C)c2ccncc2)cc1 (stereo not given),-1,1,0,-6,-1,-9,3,1,-2,-2
O=C(CSc1nc(-c2ccco2)cc(C(F)(F)F)n1)NC1CCCCCCC1,-3,-4,2,-2,3,-1,5,0,4,6
CSCCC(NC(=O)COc1ccccc1)C(=O)OCCOc1ccc(C)cc1 (stereo not given),-3,1,4,1,-2,0,0,-7,-4,-3
Cc1ccc(C(=O)OCC(=O)c2c(N)n(C)c(=O)n(C)c2=O)cc1S(=O)(=O)N1CCOCC1,0,-10,-7,-2,-1,-1,3,4,-5,-14
N#CCOC(=O)c1cc(S(=O)(=O)N2CCCCC2)ccc1N1CCOCC1,6,1,2,-2,2,-13,2,4,1,-4
O=C1CCC(/C=C/c2ccccc2)=NN1Cc1ccc(F)cc1,-3,2,-1,-2,-4,1,0,-3,-5,2
CCCC(=O)N1CCC[C@]2(CC[C@@H](CCC#N)O2)C1,2,3,-3,-3,-3,-6,-1,.,1,.
COc1ccc(-c2cc(-c3ccccc3O)[nH]n2)cc1,0,-13,-20,4,3,14,-10,20,4,21
CCOC(=O)N1CCN(C(=O)C[C@H]2C[C@@]3(C(=O)OC)C(=C[C@H](C(C)C)O[C@@H]3C3CC3)N(CCc3ccc(OC)c(OC)c3)C2=O)CC1,-3,2,-1,-1,-1,1,8,.,4,.
Cc1ccc(NC(=S)NC(=O)Cc2ccccc2)c(O)c1,0,-1,-3,1,1,7,5,1,-4,12
Cc1cc(C(=O)Cn2nc(C(=O)O)c3ccccc3c2=O)c(C)n1CCc1ccc(Cl)cc1,-1,-2,-19,0,-2,0,10,-7,2,0
CC1CCN(C(=O)CC2C(=O)Nc3c2c(=O)n(C)c(=O)n3Cc2ccccc2)CC1 (stereo not given),6,2,-2,-8,-10,-2,2,1,-12,0

# Complete entries, quoted from the list. Screens in order: TDP2 absorb, DDE Tn7 FP inh, SIAE inh, ADAM17 inh, PLC-gamma1 inh, ADAM10 inh, DDE Tn6 FP inh, ASAP1 GAP inh, PLC-beta3 inh, ARFGAP1 inh
# Shown for `COc1ccc(-c2cc(-c3ccccc3O)[nH]n2)cc1` → 0, -13, -20, 4, 3, 14, -10, 20, 4, 21
# Shown for `N#CCOC(=O)c1cc(S(=O)(=O)N2CCCCC2)ccc1N1CCOCC1` → 6, 1, 2, -2, 2, -13, 2, 4, 1, -4
# Shown for `Cc1ccc(C(=O)OCC(=O)c2c(N)n(C)c(=O)n(C)c2=O)cc1S(=O)(=O)N1CCOCC1` → 0, -10, -7, -2, -1, -1, 3, 4, -5, -14
# Shown for `Cc1cc(C(=O)Cn2nc(C(=O)O)c3ccccc3c2=O)c(C)n1CCc1ccc(Cl)cc1` → -1, -2, -19, 0, -2, 0, 10, -7, 2, 0
# Shown for `Cc1ccc(NC(=S)NC(=O)Cc2ccccc2)c(O)c1` → 0, -1, -3, 1, 1, 7, 5, 1, -4, 12

# Among those listed so far, these have a cyano group.
SMILES,TDP2 absorb,DDE Tn7 FP inh,SIAE inh,ADAM17 inh,PLC-gamma1 inh,ADAM10 inh,DDE Tn6 FP inh,ASAP1 GAP inh,PLC-beta3 inh,ARFGAP1 inh
N#CCOC(=O)c1cc(S(=O)(=O)N2CCCCC2)ccc1N1CCOCC1,6,1,2,-2,2,-13,2,4,1,-4
CCCC(=O)N1CCC[C@]2(CC[C@@H](CCC#N)O2)C1,2,3,-3,-3,-3,-6,-1,.,1,.

# Next part.
SMILES,TDP2 absorb,DDE Tn7 FP inh,SIAE inh,ADAM17 inh,PLC-gamma1 inh,ADAM10 inh,DDE Tn6 FP inh,ASAP1 GAP inh,PLC-beta3 inh,ARFGAP1 inh
COc1ccccc1NC(=O)Nc1ccccc1C#N,-10,3,2,-61,-31,-151,-4,-7,-40,4
COc1ccc(CCC(=O)Nc2ccc3c(c2)OCO3)cc1,-8,-3,3,-3,-2,-2,2,-1,-4,7
CCC1CCCCN1C(=O)COc1ccc2c3c(c(=O)oc2c1)CCC3 (stereo not given),-6,-6,1,-86,-27,-297,6,14,-32,2
CCC(CC)C(=O)N(C)c1c(C)nc2c(OCc3ccc(Cl)cc3)cccn12,-3,6,4,3,-3,5,1,8,-2,-1
CCOc1ccc2nc(N/C(N)=N/C(=S)Nc3ccc(OC)cc3)nc(C)c2c1,-5,3,5,-16,-8,-44,13,20,-13,12
O=C(Nc1cccc2ncccc12)c1ccccc1[N+](=O)[O-],-6,1,-1,-2,-1,-6,1,0,-5,11
CC12CC(O)C3c4ccc(O)cc4CCC3C1CCC2=O (stereo not given),-12,5,6,-1,-1,-6,3,6,-3,-2
Cc1cccc(C(=O)Nc2cccc(C(=O)N3CCOCC3)c2)c1,6,6,-2,-2,-2,2,-1,5,3,-4
COc1ccc(OCCC(=O)OCC(=O)Nc2ccc(S(=O)(=O)N3CCOCC3)cc2)cc1,10,-1,8,1,-1,7,-5,-7,0,4
COc1ccccc1CNC(=O)c1cc2ccccc2o1,-3,9,2,-5,-1,-8,2,1,0,7
O=C(CCS(=O)(=O)c1ccccc1)Nc1nncs1,-4,8,-4,-6,0,8,-2,4,-7,14
O=C(CSc1nc(-c2ccccc2)cc(=O)[nH]1)N1CCOCC1,8,5,12,-4,-1,4,-6,-13,-1,-15
O=C(Nc1ccc(N2CCN(Cc3ccccc3Cl)CC2)cc1)c1cccnc1,0,3,7,-4,2,1,-3,3,1,-4
O=C(Cn1c(=O)oc2cc(S(=O)(=O)N3CCCCCC3)ccc21)NC1CCCCC1,5,4,8,-4,0,-14,1,-9,-1,-4
O=C(CSc1nccn1Cc1ccc(F)cc1)NC1CCCC1,16,-13,4,1,2,-3,1,-6,-7,-2

# Reformatted with tabs: three of the compounds above.
Molecule	TDP2 absorb	DDE Tn7 FP inh	SIAE inh	ADAM17 inh	PLC-gamma1 inh	ADAM10 inh	DDE Tn6 FP inh	ASAP1 GAP inh	PLC-beta3 inh	ARFGAP1 inh
O=C(CCS(=O)(=O)c1ccccc1)Nc1nncs1	-4	8	-4	-6	0	8	-2	4	-7	14
O=C(CSc1nc(-c2ccccc2)cc(=O)[nH]1)N1CCOCC1	8	5	12	-4	-1	4	-6	-13	-1	-15
O=C(Nc1ccc(N2CCN(Cc3ccccc3Cl)CC2)cc1)c1cccnc1	0	3	7	-4	2	1	-3	3	1	-4

# (more compounds)
SMILES,TDP2 absorb,DDE Tn7 FP inh,SIAE inh,ADAM17 inh,PLC-gamma1 inh,ADAM10 inh,DDE Tn6 FP inh,ASAP1 GAP inh,PLC-beta3 inh,ARFGAP1 inh
C#Cc1ccc(CN2CCCC(C(=O)Nc3ccccc3Oc3cccnc3)C2)cc1 (stereo not given),-6,1,-2,1,2,7,8,3,-1,-9
O=C(Nc1ccc(Cl)cc1Cl)c1cc2ccccc2o1,-4,4,2,-3,-2,1,-3,8,8,9
CCOC(=O)C1=C(N)OC2=C(C(=O)CCC2)C1c1sccc1C (stereo not given),0,-5,5,2,0,5,-1,2,-1,-4
CC(C)NC(=O)c1cc(C2CCCCN2C(=O)c2ccccc2)on1 (stereo not given),-4,0,2,-7,0,-8,2,9,1,1
O=C(Cc1ccc(Cl)cc1)NC(=S)Nc1ccccc1N1CCOCC1,0,4,-3,8,7,16,1,0,-6,-1
Nc1c(-c2cccs2)nc2ccccn12,3,-6,7,-43,-239,-149,1,4,-299,10
O=C(Cn1c(NCCO)nc2ccccc21)c1ccccc1,0,0,-5,-2,-1,-5,1,-2,1,10
Cc1ccc(N2C(=O)C(CN3CCCCC3)C2c2ccccc2)cc1 (stereo not given),-9,4,-4,-1,-2,1,11,2,1,6
CC(=O)N(CCc1cccc(C)c1)Cc1cc2cc(C)ccc2[nH]c1=O,5,3,6,-9,-1,-19,-6,-9,-7,2
CCN(C(=O)c1ccc(NC(=O)Cc2ccccc2)cc1)c1ccccc1,16,-8,-6,2,-1,-3,2,4,-3,6
O=C(NCCCn1ccnc1)C(=O)NCC1OCCCN1S(=O)(=O)c1ccc(F)cc1 (stereo not given),-3,4,-5,-4,0,-5,3,-7,3,10
O=C(COC(=O)c1cccnc1Cl)NC1CCCCCC1,2,5,12,-5,2,-10,-4,14,0,-4
CC(=O)O[C@H]1CC[C@@]2(C)[C@@H](CC[C@@H]3[C@@H]2CC[C@]2(C)[C@@H](C(C)(C)O)C[C@@H]32)C1,2,0,-5,0,3,7,0,-3,5,4
CCCCCC(O)CCCC(=O)O (stereo not given),-1,4,2,0,-1,1,12,1,5,5
Cc1ccc(CN2CC(N3CCC[C@@H]3C)CS2(=O)=O)cc1 (stereo not given in full),12,5,5,-5,-4,-7,7,-4,-3,-2
O=C(CSc1nnc(-c2ccco2)n1-c1ccccc1)NCCc1ccccc1,-8,2,-6,-6,0,-9,-5,8,1,-16
N=C1/C(=C\c2ccc(OC(=O)c3ccccc3Cl)cc2)C(=O)N=C2SC(N3CCOCC3)=NN12,13,-6,-1,-14,-32,-43,-3,-3,-59,-5
COc1ccc(OC)c(NC(=O)CCN2CCC(C)CC2)c1,1,7,3,-4,-3,12,0,-8,-3,12
O=C1c2ccccc2C(=O)N1OCc1cccc(Cl)c1,11,-3,6,-4,2,-7,-4,7,0,17
Cc1ccc(NC(=O)CSc2n[nH]c(-c3cccnc3)n2)cc1Cl,-15,2,-1,3,1,-12,-1,-1,-3,-2
CCOC(=O)C1=C(O)C(=O)N(c2ccc(S(N)(=O)=O)cc2)C1c1ccc(Br)cc1 (stereo not given),5,-1,-2,-9,-32,-24,-8,0,-48,7
COc1ccc(C(O)(CCN2CCCCC2)C2CCCCC2)cc1 (stereo not given),-9,-4,1,2,5,7,5,-1,-2,1
O=c1ccc2cc3c(-c4ccccc4)coc3cc2o1,9,-9,-3,-92,-82,-197,-5,7,-120,8

# Bioassay records: PubChem BioAssay, The Scripps Research Institute Molecular Screening Center
